PAFAH1B3 inh – inhibitors of human PAFAH1B3. Q15102. recombinant PAFAH1B3, FP-rhodamine probe, fluorescence polarization. inhibition, % at 3.39 µM. 340,000 compounds, 0.28% hits;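 active = inhibition above the screen-wide average of all tested compounds plus 3 SD, cut at about 25% in these data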;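 note: 0% = enzyme with DMSO only and 100% = wells lacking PAFAH1B3 protein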
PAFAH2 FP inh – PAFAH2 (human) inhibition; Q99487; recombinant PAFAH2, FP-rhodamine activity probe, fluorescence polarization; inhibition, % at 3.39 µM; 340,000 compounds, 0.99% hits;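 active = inhibition above the mean over all tested compounds plus 3 SD, cut at about 30% in these data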;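 note: inhibitors block probe labeling of enzyme so polarization drops; 0% = enzyme with DMSO and 100% = wells lacking PAFAH2 protein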
GSTO1 counter – blocks human GSTO1 in RBBP9 counter-screen | recombinant GSTO1, activity-based probe fluorescence polarization | inhibition, % at 5.96 µM | 300,000 compounds, 1.1% hits | AID 1974;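 active = inhibition above the campaign mean inhibition plus 3 SD, cut at about 35% in these data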;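 note: 0% = GSTO1-1 with DMSO and 100% = wells lacking GSTO1-1 enzyme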
Target sequence (P78417 whole entry, looked up): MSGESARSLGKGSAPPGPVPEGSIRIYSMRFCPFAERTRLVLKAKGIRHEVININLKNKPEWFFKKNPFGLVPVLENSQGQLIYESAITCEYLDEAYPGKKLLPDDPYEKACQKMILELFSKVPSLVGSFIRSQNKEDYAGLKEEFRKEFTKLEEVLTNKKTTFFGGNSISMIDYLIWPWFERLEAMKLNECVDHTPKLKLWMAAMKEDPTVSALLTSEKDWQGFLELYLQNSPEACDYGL
EBNA-1 inh – blocks EBNA-1 binding to DNA | 300,000 compounds, 0.34% hits | AID 1950 | inhibition, % at 14.8 µM | EBNA-1 DNA binding, fluorescence polarization; in the data active = inhibition above about 28%
LYPLA1 inh – blocks human lysophospholipase 1, a PME1 counter-screen | recombinant LYPLA1, FP-Rh probe fluorescence polarization | O75608 | inhibition, % at 5.9 µM | 320,000 compounds, 0.16% hits | AID 2174;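 active = inhibition above the mean of all tested compounds plus 3 SD, set per campaign, cut at about 14% in these data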;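 note: inhibitors block serine hydrolase probe labeling of LYPLA1 so polarization falls; 0% = enzyme with DMSO and 100% = wells lacking LYPLA1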
LYPLA2 inh – LYPLA2 (human) inhibition in PME1 counter-screen. inhibition, % at 5.9 µM. 320,000 compounds, 0.38% hits. recombinant LYPLA2, FP-Rh probe fluorescence polarization. AID 2177. O95372;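 active = inhibition above the screen-wide mean plus 3 SD, limit set per campaign, cut at about 26% in these data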;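 note: 0% = LYPLA2 with DMSO and 100% = wells lacking LYPLA2 enzyme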
PAD4 FP inh – inhibitors of human PAD4. recombinant PAD4, RCA probe fluorescence polarization. inhibition, % at 6.36 µM. AID 485272. Q9UM07. 330,000 compounds, 0.41% hits;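 active = percent inhibition above a cutoff equal to the mean of all tested compounds plus 3 SD, cut at about 15% in these data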;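 note: 0% = PAD4 with RCA probe and DMSO and 100% = probe without PAD4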
Target sequence (Q9UM07 whole entry, looked up): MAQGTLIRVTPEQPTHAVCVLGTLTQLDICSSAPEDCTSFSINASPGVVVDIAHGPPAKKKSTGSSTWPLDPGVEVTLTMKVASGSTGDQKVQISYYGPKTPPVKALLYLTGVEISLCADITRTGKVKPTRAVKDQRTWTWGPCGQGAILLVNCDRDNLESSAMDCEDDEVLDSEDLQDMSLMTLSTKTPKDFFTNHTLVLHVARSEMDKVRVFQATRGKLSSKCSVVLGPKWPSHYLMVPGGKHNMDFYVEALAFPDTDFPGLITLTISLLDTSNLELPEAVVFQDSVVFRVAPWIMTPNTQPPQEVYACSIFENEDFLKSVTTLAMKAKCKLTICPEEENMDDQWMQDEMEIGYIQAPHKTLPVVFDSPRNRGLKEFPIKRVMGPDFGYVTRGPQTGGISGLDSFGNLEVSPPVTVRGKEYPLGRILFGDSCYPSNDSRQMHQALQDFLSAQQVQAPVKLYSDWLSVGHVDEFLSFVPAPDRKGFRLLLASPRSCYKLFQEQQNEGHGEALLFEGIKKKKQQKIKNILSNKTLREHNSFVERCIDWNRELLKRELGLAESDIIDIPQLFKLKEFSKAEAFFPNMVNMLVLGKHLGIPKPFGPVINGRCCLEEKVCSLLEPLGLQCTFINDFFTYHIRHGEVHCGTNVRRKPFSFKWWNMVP
ZTA DNA inh – blocks Epstein-Barr virus ZTA, an EBNA-1 counter-screen; ZTA-DNA binding, fluorescence polarization; 320,000 compounds, 0.15% hits; P03206; inhibition, % at 11 µM; in the data active = inhibition above about 33%
PREPL inhibitor – human PREPL enzyme inhibition | inhibition, % at 5.96 µM | Q4J6C6 | AID 2751 | 320,000 compounds, 0.68% hits | recombinant PREPL, fluorescence polarization activity-based probe; in the data active = inhibition above about 43%;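 note: 0% = enzyme with DMSO and 100% = wells lacking enzyme; many of its hits are not listed in these tables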
Starred values were filed as active, the others as inactive; / = no result given; & = joins results of further samples. These rows are one share of the data (hit frequency here may not be typical).

SMILES | PAFAH1B3 inh | PAFAH2 FP inh | GSTO1 counter | EBNA-1 inh | LYPLA1 inh | LYPLA2 inh | PAD4 FP inh | ZTA DNA inh | PREPL inhibitor
CCC(=O)N1CCC2(CC1)Oc1ccc(F)cc1C(=O)C21CC(c2ccc(Cl)cc2)=NO1 (configuration not stated) | 11 | -1 | 2 | 3 | -2 | 6 | 1 | -8 | -4
CCc1cccc(NS(=O)(=O)c2c(C)nc3scc(C)n3c2=O)c1 | -1 | 1 | -3 | -9 | -2 | -1 | -2 | 12 | -27
Cc1ccc(N(CC(=O)NCc2ccccc2)C(=O)CCC(=O)Nc2ccccn2)cc1C | -2 | 5 | 5 | -2 | -1 | 8 | -3 | 8 | -11
CC(C)c1ccc(NC2CCCN(C(=O)c3cnc4ccccn4c3=O)C2)cc1 (configuration not stated) | -4 | 6 | 1 | 6 | -1 | 5 | 0 | -5 | 8
CCOC(=O)C1CCC(CN(Cc2ccccc2C)S(=O)(=O)c2ccc([N+](=O)[O-])cc2)CC1 (configuration not stated) | 11 | 9 | 0 | 1 | -2 | 1 | -1 | -19 | 11
O=C(NNC(=O)c1cc(-c2ccccc2)nc2ccccc12)c1csc(N2CCOCC2)n1 | 10 | 5 | -9 | -8 | -2 | -2 | -3 | 8 | -4
COc1cccc(CNS(=O)(=O)c2cccc(S(=O)(=O)N3CCOCC3)c2)c1 | 8 | 3 | 12 | 6 | -2 | 1 | 2 | -8 | 17
CCc1cc(-c2n[nH]c(CCC(=O)O)c2-c2nc3ccccc3n2C)c(O)cc1O | 8 | 12 | 24 | -2 | 3 | 1 | -3 | -11 | 14
CN(C)S(=O)(=O)c1ccc(C(=O)Nc2cccc(S(=O)(=O)NC3=NCCC3)c2)cc1 | 1 | 0 | 5 | -6 | -1 | 0 | -1 | 2 | 8
COc1cccc2[nH]c3c(Cl)ncnc3c12 | -1 | 0 | 5 | 7 | 3 | 6 | 0 | 2 | 8
Cc1ccc(C2C(C(=O)c3cccs3)=C(O)C(=O)N2c2cccc(C)n2)cc1 (configuration not stated) | 3 | 12 | 2 | -6 | 2 | -1 | 2 | 2 | -4
Cc1ccc(CNC(=O)CCS(=O)(=O)c2cccc3nonc23)cc1 | 9 | -2 | 6 | 10 | 0 | 3 | 1 | 22 | 0
CCN(CCCNC(=O)CCNC(=O)Cn1cnc2ccccc2c1=O)c1ccccc1 | 2 | 4 | 5 | 1 | 0 | 1 | 10 | -9 | 13
COc1ccc(/C=N\NC(=O)c2ccccc2)cc1COc1ccc(F)cc1 | 2 | -15 | -7 | -7 | -7 | -28 | -2 | -16 | -28
CC(C)(C)C(=O)Nc1ccc(S(=O)(=O)Nc2ccccn2)cc1 | 6 | -1 | 7 | 0 | -1 | 9 | 2 | -19 | 7
NC(=O)Cc1ncc(C(F)(F)F)cc1Cl | 6 | -7 | 6 | 6 | -2 | 5 | -5 | -2 | 4
CN(Cc1cnc2nc(N)nc(N)c2n1)c1ccc(C(=O)N[C@@H](CCC(=O)O)C(=O)O)cc1 | 3&-8 | 2&11 | -2&-6 | 0&6 | -4&-1 | 1&-4 | 0&-3 | 10&-2 | 2&-6
CCCc1nnc(NC(=O)c2nc(S(=O)(=O)Cc3cccc(C)c3)ncc2Cl)s1 | 3 | 8 | -2 | 10 | 0 | -11 | 3 | 7 | -4
COc1ccc(-c2cc(C(=O)OCC(=O)Nc3cc(C)on3)c3ccccc3n2)cc1OC | 1 | 4 | 8 | 2 | 1 | 3 | 1 | -18 | 10
CC(C)(C)NC(=O)Cn1nnc(-c2ccc(Cl)cc2)n1 | 8 | 6 | 1 | -7 | -1 | -1 | 0 | 3 | 2
CC(=O)c1c(C)[nH]c(C(=O)Nc2nc(-c3ccc(-c4ccccc4)cc3)cs2)c1C | -17 | -15 | -16 | 6 | -34 | -24 | -2 | 3 | 8
COc1ccccc1NC(=O)CS(=O)(=O)c1cccc2nsnc12 | 8 | 10 | 4 | -3 | 2 | 1 | -2 | 0 | 9
CCN=C1SC(CC(=O)NCc2ccccc2)C(=O)N1CC (configuration not stated) | 8 | 3 | -1 | 15 | -1 | -3 | -3 | 6 | 1
Cc1ccc([N+](=O)[O-])cc1NC(=O)C(C)NS(=O)(=O)c1ccc(F)cc1 (configuration not stated) | 2 | 2 | 0 | -3 | 0 | 4 | -9 | -3 | -1
Cc1csc2c(N3CCN(C(=O)Nc4ccc(Cl)c(Cl)c4)CC3)ncnc12 | -4 | -13 | -3 | -3 | -37 | -77 | -1 | 15 | -21
Additional structures follow.
SMILES | PAFAH1B3 inh | PAFAH2 FP inh | GSTO1 counter | EBNA-1 inh | LYPLA1 inh | LYPLA2 inh | PAD4 FP inh | ZTA DNA inh | PREPL inhibitor
Cc1ccc(S(=O)(=O)N(C)c2ccc(C(=O)N3CCCCC3)cc2)cc1 | -4 | -2 | 5 | -1 | 2 | 8 | 1 | -3 | 7
O=C(CSc1ncnc2nc[nH]c12)N1CCN(c2ccccc2)CC1 | 6 | -4 | 5 | 8 | -3 | 4 | -1 | -14 | 29
O=C(Nc1ccc(-n2ccc(C(F)(F)F)n2)cc1)c1cccs1 | 2 | -1 | 6 | 2 | -3 | -7 | 3 | 9 | 3
CC(NC(=O)C1(C)CC1(Br)Br)C(C)(C)C (configuration not stated) | 8 | 1 | -7 | -7 | 1 | 4 | -2 | -5 | 1
COC(C(=O)NC1CC1)c1ccccc1 (configuration not stated) | 3 | 2 | 5 | 5 | 3 | -6 | -1 | -5 | 1
COC1CCCCC1Nc1cc(C)ccc1C (configuration not stated) | 5 | 8 | 0 | -2 | -2 | -9 | -8 | -5 | 6
O=C(NCC1COc2ccccc2O1)C1CCN(S(=O)(=O)c2cccc3nsnc23)CC1 (configuration not stated) | 6 | 4 | 3 | -7 | 3 | 6 | 0 | 6 | 11
Cc1cccc(NC(=S)NC(=O)c2cccs2)n1 | 3 | 4 | -1 | -11 | 0 | -2 | -2 | -6 | 13
Cc1cccnc1NC(=O)c1ccc2c(c1)OCO2 | 8 | -3 | 7 | 4 | 0 | 3 | -6 | 5 | 6
Cc1cccc(/N=C/c2c(C)[nH]n(-c3ccccc3)c2=O)n1 | 2 | 6 | -3 | -15 | -1 | 0 | -10 | -5 | 10
O=c1cc(CN2CCN(c3cccc(Cl)c3)CC2)c2cc3c(cc2o1)CCCC3 | 1 | 1 | 2 | -1 | -3 | -2 | -1 | 5 | 8
COc1ccc(Nc2ncnc3nc[nH]c23)cc1OC | 4 | -1 | 1 | -8 | 0 | 2 | 2 | -15 | 8
CCCn1c(=O)c(C(=O)OCC)c(O)c2cc(Br)ccc21 | 3 | 5 | 1 | 17 | -4 | -6 | -1 | 4 | -9
Cn1cccc1/C=C1\SC(=S)N(NC(=O)c2ccccc2)C1=O | 8 | 1 | 3 | -2 | 2 | 4 | -10 | -12 | -4
N#CCSc1nnc(Cc2cccc3ccccc23)n1C1CCCCC1 | -2 | -2 | -1 | -6 | 1 | 5 | -4 | -8 | 16
Cc1c(C(=O)Nc2ccncc2)oc2ccccc12 | 5 | -5 | -6 | 14 | -6 | 9 | -1 | -3 | 2
CC(=O)NC12CC3CC(C1)CC(C(=O)OCC(=O)Nc1c(F)cccc1F)(C3)C2 | 2 | 0 | / | / | 1 | 0 | 1 | -12 | 12
CCOCCCNC(=O)c1ccc(CS(=O)(=O)c2cccc(C(F)(F)F)c2)o1 | 4 | 3 | -6 | -18 | -5 | -8 | -3 | -11 | 3
CC1CCCC(C)N1C(=O)COC(=O)c1cncc(Br)c1 (configuration not stated) | 10 | 2 | / | / | / | / | 0 | / | 17
O=C(Cn1nnc(-c2ccccc2)n1)NNC(=O)c1ccccc1 | 1 | 1 | -6 | -3 | 2 | 2 | 0 | -8 | -4
CC(C)CC(C(=O)O)C(C)CC(=O)Nc1ccn(-c2ccccc2)n1 (configuration not stated) | -5 | -3 | 12 | 5 | 6 | 1 | 1 | -3 | 4
CCN(CC)c1ccc(C2=NNC(=O)CC2C)cc1[N+](=O)[O-] (configuration not stated) | -5 | -11 | 4 | -13 | -3 | 2 | -5 | -12 | 17
CCOC(=O)c1nn(-c2ccc(Cl)cc2)c2nc(CC)c(C#N)c(=O)n12 | 0 | -7 | -4 | -2 | -1 | 2 | -6 | 6 | 4
CCCOP(=O)(OCCC)c1nc(-c2ccccc2)oc1NCc1ccccc1 | 11 | -3 | -4 | -8 | 2 | 4 | 0 | -7 | -1
COc1ccc2sc3ccccc3c(=O)c2c1OC | 3 | -6 | 7 | -4 | 2 | -4 | -11 | -12 | -2
More structures:
SMILES | PAFAH1B3 inh | PAFAH2 FP inh | GSTO1 counter | EBNA-1 inh | LYPLA1 inh | LYPLA2 inh | PAD4 FP inh | ZTA DNA inh | PREPL inhibitor
CCc1nnc(NC(=O)CSc2nc(SC)ns2)s1 | 9 | -3 | 47* | 7 | -1 | 4 | 0 | 18 | 1
CCn1c(SCC(=O)NC2CCCC2)nnc1C(C)NC(=O)c1ccccc1Br (configuration not stated) | 0 | 6 | -8 | -10 | -6 | -2 | -3 | -13 | 3
CCOC(=O)C1=C(N)OC2=C(C(=O)CC(C)C2)C1c1cccnc1 (configuration not stated) | 7 | -3 | 0 | -2 | 2 | 1 | -1 | -4 | 2
CC(NC(=O)c1ccco1)c1ccc(-n2ccnc2)cc1 (configuration not stated) | 0 | -4 | 1 | -22 | 2 | 2 | -2 | 1 | 10
CCCCn1c(N)c(-c2nc3ccccc3o2)c2c([N+](=O)[O-])nn(C)c(=O)c21 | 10 | 18 | -2 | 1 | 2 | -2 | -4 | -12 | -4
COc1ccc(S(=O)(=O)Nc2cccc(S(=O)(=O)N3CCCC3)c2)cc1OC | 4 | 3 | 11 | 6 | 2 | 4 | 4 | 15 | 0
O=C(COC(=O)c1cccc(F)c1)Nc1ccc(Cl)cn1 | -3 | 10 | / | / | / | / | -1 | / | 25
Cc1cccc(-n2c(-c3ccncc3)n[nH]c2=S)c1 | 3 | -13 | 4 | 0 | 0 | -2 | 6 | 14 | 12
O=C(c1nc2ccccc2[nH]1)c1ccccc1[N+](=O)[O-] | -1 | -4 | 7 | -2 | -2 | -3 | 1 | -8 | 17
CSc1ccc(/C=C/C(=O)c2ccc(NC(=O)C(C)C)cc2)cc1 | -1 | -20 | -34 | -1 | -27 | -35 | 2 | 14 | 1
Cc1ccc(C(=O)NNC2CC(=O)N(c3ccc4c(c3)OCCO4)C2=O)cc1 (configuration not stated) | 13 | 5 | 2 | -14 | 6 | -2 | -1 | 4 | -5
Cc1c(Cl)cccc1NC(=O)C(=O)NNS(=O)(=O)c1ccc(F)cc1 | -1 | 4 | 4 | 9 | -1 | 7 | -2 | 11 | -4
COc1cc(C2Nc3cccc4cccc(c34)N2)ccc1OC(C)=O | 38* | 5 | 53* | -7 | -8 | -1 | -5 | -5 | 28
COc1ccc2c(Cl)c(C(=O)NC3CCS(=O)(=O)C3)sc2c1 (configuration not stated) | 3 | -2 | -2 | 5 | 0 | 1 | -2 | -6 | 3
CC(=O)C1=C(C)N(Cc2ccccc2)C(=O)N[C@H]1c1cccc(F)c1 | 12 | -2 | 7 | 2 | -1 | 6 | 4 | -18 | 8

High-throughput results as filed in PubChem BioAssay.
